Screening results (PubChem)
ARFGAP1 inhibitor = inhibitors of rat ARFGAP1. inhibition, % at 16.5 µM. actives 0.26% (n = 360,000). Arfgap1-stimulated ARF1 GTP hydrolysis, GDP FP detection. Q62848;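 active means inhibition above a per-plate limit, mean inhibition of low control wells plus 3 SD, cut at about 25% in these data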;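 further: 0% = DMSO wells with enzyme and 100% = wells lacking Arfgap1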
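Material: rat Arfgap1 GAP domain (His6, aa 1-136), purified enzyme. Also added: human ARF1(Δ1-17)-GTP substrate. Compound dosing: 16.5 µM single point, 1.26% DMSO. Timing: enzyme reaction 120 min at 25 °C after 20 min preincubation. Signal: GDP detection by fluorescence polarization. Read-out basis: percent inhibition of GAP-stimulated GDP formation, scaled between DMSO and no-Arfgap1 medians.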
ASAP1 inh = inhibitors of human ASAP1 ArfGAP activity; Q9ULH1; ASAP1-stimulated ARF1 GTP hydrolysis, GDP FP detection; inhibition, % at 16.5 µM; actives 0.19% (n = 360,000); in the data active means inhibition above about 25%;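 further: 0% = vehicle with enzyme and substrate and 100% = no enzyme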
ADAM10 inh = inhibitors of human ADAM10; actives 0.62% (n = 370,000); AID 720582; inhibition, % at 7 µM; recombinant ADAM10, EDANS/DABCYL FRET peptide cleavage, 3 h; O14672;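 active means inhibition above a per-campaign cutoff equal to the mean of compounds falling between control-based bounds plus 3 SD, cut at about 20% in these data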;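 further: 0% = DMSO wells while the 100% control is not disclosed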
TDP2 inh = blocks human TDP2 phosphodiesterase activity; AID 720702; recombinant TDP2, T5PNP hydrolysis, p-nitrophenol absorbance 415 nm; actives 0.34% (n = 370,000); O95551; inhibition, % at 12.8 µM;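 active means inhibition above the mean of all tested compounds plus 3 SD, set per campaign, cut at about 25% in these data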;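 further: 0% = DMSO with enzyme and 100% = buffer with substrate but no TDP2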
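Evaluation: % inhibition relative to enzyme-containing and enzyme-free wells. Material: recombinant human TDP2. Benchmarks: enzyme-free and DMSO wells. Timing: enzyme reaction with compound for 2 h at 37 °C. Compound dosing: 12.8 µM only. Measured by: p-Nitrophenol epi absorbance. Reagent: T5PNP substrate at 5 mM, a TopII-DNA adduct mimic. Replication: single well per compound.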
SIAE primary = blocks human sialic acid acetylesterase; Q9HAT2; SIAE FP-Rh probe binding, fluorescence polarization; inhibition, % at 9.66 µM; actives 0.69% (n = 370,000);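 active means inhibition above a cutoff: mean of compounds within the control limits plus 3 SD of those, cut at about 17% in these data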;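 further: 0% = plate median of compound wells and 100% = probe without SIAE protein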
ADAM17 inh = inhibitors of human ADAM17 | inhibition, % at 6.95 µM | AID 720648 | actives 0.83% (n = 370,000) | recombinant ADAM17, EDANS/DABCYL FRET peptide cleavage;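 active means inhibition above the mean of compounds lying between control limits plus 3 SD, set per campaign, cut at about 8.5% in these data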;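 further: 0% = DMSO-only wells as the low control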
DDE Tn6 FP inh = disrupts Tn6 cyclic peptide binding to fibrin D-Dimer-E complex. P02675. Fibrin DD(E) TRITC-Tn6 fluorescence polarization displacement. inhibition, % at 8.3 µM. actives 0.21% (n = 370,000). AID 720509;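 active means inhibition above a per-campaign cutoff: mean of compounds within control limits plus 3 SD, cut at about 15% in these data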;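 further: 0% = median of all compound wells on the plate and 100% = blocking peptide control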
PLCg1 inh = inhibitors of human phospholipase C gamma1 | purified PLC-gamma1, fluorogenic substrate, fluorescence | inhibition, % at 12.2 µM | actives 0.84% (n = 370,000); in the data active means inhibition above about 9.5%
Target sequence (P19174 whole entry, looked up): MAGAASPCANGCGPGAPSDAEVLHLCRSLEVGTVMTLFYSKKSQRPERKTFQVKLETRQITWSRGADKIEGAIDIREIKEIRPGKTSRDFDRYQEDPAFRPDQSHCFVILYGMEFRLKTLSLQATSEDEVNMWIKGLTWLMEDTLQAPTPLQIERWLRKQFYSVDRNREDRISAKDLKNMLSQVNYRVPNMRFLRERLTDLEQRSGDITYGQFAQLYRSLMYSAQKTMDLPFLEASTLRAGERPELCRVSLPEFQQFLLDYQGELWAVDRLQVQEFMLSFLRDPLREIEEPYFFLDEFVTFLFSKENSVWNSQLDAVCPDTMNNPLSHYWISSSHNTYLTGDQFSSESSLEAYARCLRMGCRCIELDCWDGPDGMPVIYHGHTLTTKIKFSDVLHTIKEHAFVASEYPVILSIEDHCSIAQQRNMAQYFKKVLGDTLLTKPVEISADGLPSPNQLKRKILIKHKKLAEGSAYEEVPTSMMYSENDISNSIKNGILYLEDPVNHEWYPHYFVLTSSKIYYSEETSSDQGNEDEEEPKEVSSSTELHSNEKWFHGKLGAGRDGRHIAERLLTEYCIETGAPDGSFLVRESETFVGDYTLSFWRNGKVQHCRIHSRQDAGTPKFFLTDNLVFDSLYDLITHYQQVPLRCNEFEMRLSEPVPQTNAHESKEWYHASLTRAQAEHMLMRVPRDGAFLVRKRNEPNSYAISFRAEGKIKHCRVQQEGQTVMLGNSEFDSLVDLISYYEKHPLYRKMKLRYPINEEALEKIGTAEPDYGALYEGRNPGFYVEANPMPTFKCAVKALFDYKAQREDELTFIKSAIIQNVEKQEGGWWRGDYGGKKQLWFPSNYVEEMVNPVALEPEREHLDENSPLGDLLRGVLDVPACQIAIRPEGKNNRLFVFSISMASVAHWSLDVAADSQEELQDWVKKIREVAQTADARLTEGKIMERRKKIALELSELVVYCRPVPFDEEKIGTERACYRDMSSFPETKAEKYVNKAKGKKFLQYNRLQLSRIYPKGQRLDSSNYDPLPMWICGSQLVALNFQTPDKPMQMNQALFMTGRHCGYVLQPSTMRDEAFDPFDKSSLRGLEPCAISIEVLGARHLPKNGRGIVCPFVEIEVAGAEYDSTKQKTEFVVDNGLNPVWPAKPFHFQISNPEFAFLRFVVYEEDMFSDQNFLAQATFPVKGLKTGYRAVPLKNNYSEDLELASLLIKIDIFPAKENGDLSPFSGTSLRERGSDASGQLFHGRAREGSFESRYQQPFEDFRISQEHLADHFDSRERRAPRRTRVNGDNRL
PLCb3 inh = blocks human PLC-beta3 enzyme activity; Q01970; actives 0.18% (n = 370,000); inhibition, % at 12.2 µM; Purified PLC-beta3, fluorogenic substrate, fluorescence; in the data active means inhibition above about 11%;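 further: 0% = median of compound wells on plate and 100% = full blocker control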
Tn7 DDE FP = inhibitors of Tn7 peptide binding to human fibrin DD(E); P02675; FP displacement of FITC-Tn7 peptide from fibrin DD(E); 0% = median of compound wells per plate; inhibition, % at 8.3 µM; actives 0.13% (n = 370,000); AID 720508;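 active means inhibition above the mean of compounds falling within the control limits plus 3 SD of them, cut at about 14% in these data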;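 further: 0% = plate median of compound wells and 100% = 10 µM Aha-Tn7 peptide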
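assay system = human clot-derived fibrin DD(E) complex | quantity = Fibrin-DD(E) at 2 µM final | timing = 10 min preincubation, 3 h with tracer, room temperature | signal = fluorescence polarization | measure = percent inhibition | benchmarks = high control wells with 10 µM unlabelled Aha-Tn7 peptide (full inhibition) | replicates = singlicate testing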
* = called active by the depositor; x = not tested or not shown.

Values run as follows: ARFGAP1 inhibitor, ASAP1 inh, ADAM10 inh, TDP2 inh, SIAE primary, ADAM17 inh, DDE Tn6 FP inh, PLCg1 inh, PLCb3 inh, Tn7 DDE FP
CN(Cc1ccccc1)C(=O)Nc1c(Cl)cccc1Cl
    -5, -12, -4, -5, 0, -1, 0, -4, 2, 7
CC(=O)Nc1ccc(S(=O)(=O)/N=C2/NC(=O)/C(=C\c3ccco3)S2)cc1
    11, -9, -1, 13, -45, -2, -7, -41, -62, 2
O=C(COC(=O)c1cccc([N+](=O)[O-])c1)Nc1ccc(Cl)cn1
    9, -14, 2, -14, 0, 3, -3, -2, -6, -8
CC1=C(C(=O)Nc2ccccc2C)C(c2cccs2)NC(=S)N1 (stereo not given)
    8, 6, 5, 0, -2, 6, -1, 2, 2, -2
CC1(C)C2CC=C(/C=N/NC(=O)c3ccc(Cl)cc3)C1C2 (stereo not given)
    7, -3, -5, -5, -9, -2, -2, 1, 2, -6
Cc1nn(CC(=O)Nc2ccc3c(c2)nc2n3CCN(C3CCCCC3)C2)c(=O)c2ccccc12
    9, -7, -378, 5, 5, -128, 4, -178, -237, 0
CCS(=O)(=O)c1ccc(C(=O)Nc2cccc(Cl)c2)c(Cl)c1Cl
    7, -9, 5, -2, -8, 3, 4, 2, -1, -4
COc1cc2c(cc1OC)C(c1cccs1)NCC2 (stereo not given)
    1, 0, -4, 0, -3, -2, -10, -13, -21, 5
O=C(NCc1ccccc1)[C@H]1CCCN1C(=O)[C@@H]1CCCN1C(=O)c1ccc(Cl)cc1Cl
    11, -1, -1, -2, 0, 2, 3, 3, 1, -8
COc1ccc(C(=O)OCC(N)=O)cc1[N+](=O)[O-]
    3, 11, 2, -10, 1, 1, 4, 3, 6, 0
COc1ccc(Cc2nnc(NC(=O)c3c(-c4ccccc4)noc3C)s2)cc1OC
    0, 3, -1, 7, -4, 1, -1, -1, 1, -1
Cc1cccc2nc(-c3ccccc3)nc(N3CCC(O)(c4ccc(Cl)cc4)CC3)c12
    10, 3, 0, -7, -11, -2, 5, 0, 3, -1
COc1ccc(C2C(C(C)=O)=C(O)C(=O)N2c2ccc(Br)cn2)cc1 (stereo not given)
    2, 0, 6, 7, 0, -4, 5, -4, -5, 12
CCCCc1ccc(NC(=O)Nc2c(C)n(C)n(-c3ccccc3)c2=O)cc1
    10, 18, -14, -7, 3, 0, 2, 8, -8, 5
COc1ccc(S(=O)(=O)N2CCN(C(=O)CSc3nc4ccccc4nc3N3CCCCC3)CC2)cc1
    x, x, 1, -2, 3, 0, 1, 0, -2, -3
COc1ccc(NC(=S)N(CCc2c(C)[nH]c3ccc(C)cc23)Cc2cccs2)cc1
    10, -10, 3, 3, 10, 3, 0, -2, -5, -1
Cc1ccnc(NC(=O)CCC(=O)N(CC(=O)NCc2ccc(F)cc2)CC2CCCO2)c1 (stereo not given)
    -8, 3, -2, 18, -1, 0, 4, 2, -1, -4
CC1CCN(C(=O)c2[nH]cnc2C(=O)Nc2cccc(Cl)c2)CC1
    -7, -4, 2, 20, -6, 0, 3, 2, 0, -4
Cn1cc(CN2CCC(Oc3ccc(C(=O)N4CCCCC4)cc3)CC2)cn1
    0, 1, -7, 10, 1, -3, 5, -1, -5, -3
COc1ccccc1COCC(O)CNCC1(N2CCCCC2)CCCCC1 (stereo not given)
    8, -8, 3, 4, 9, 0, 9, 2, 0, -3

The closing 2 records of the section above lead into the next.
Values run as follows: ARFGAP1 inhibitor, ASAP1 inh, ADAM10 inh, TDP2 inh, SIAE primary, ADAM17 inh, DDE Tn6 FP inh, PLCg1 inh, PLCb3 inh, Tn7 DDE FP
Cn1cc(CN2CCC(Oc3ccc(C(=O)N4CCCCC4)cc3)CC2)cn1
    0, 1, -7, 10, 1, -3, 5, -1, -5, -3
COc1ccccc1COCC(O)CNCC1(N2CCCCC2)CCCCC1 (stereo not given)
    8, -8, 3, 4, 9, 0, 9, 2, 0, -3
Cc1cc(C)nc(N/N=C/C=C/c2ccccc2)n1
    -9, -1, -4, 4, -4, -1, -3, 5, 4, -6
O=C(O)C1=C[C@H](c2cccs2)C[C@H](OCCCCO)O1
    3, -1, -30, 14, 12, -11, 0, -6, -14, -2
O=C(COc1ccc(Br)cc1)Nc1ccc2oc(=O)ccc2c1
    12, -7, -21, 8, -36, -11, 4, -19, -30, 8
NS(=O)(=O)c1ccc(NC(=O)CN2CCc3ccccc3C2)cc1
    -4, -9, -3, -1, -3, -1, -5, -2, -11, 8
CSCCC(NC(N)=O)C(=O)Nc1cccc(C#N)c1 (stereo not given)
    11, -2, 15, 0, 0, -2, -10, 1, 2, -8
c1ccc2c(c1)SCc1nnc(-c3ccncc3)n1-2
    -4, 6, -1, 7, -2, 0, 7, 3, -8, -2
Nc1sccc1C(=O)N1CCN(c2ccccc2)CC1
    -1, 4, 2, 12, 9, 0, 1, 0, -1, 1
Cc1cc(=O)oc2cc(OCC(=O)N(C)C3CCS(=O)(=O)C3)c(Cl)cc12 (stereo not given)
    0, -5, -37, -7, -5, -17, -2, -1, -10, -4
Cc1ccc(/C=C2\CCn3c2nc2cc(C(=O)O)ccc2c3=O)c(C)c1
    -5, 6, -32, -8, -2, -9, -7, -44, -70, 0
CC(C)C(NS(=O)(=O)c1cccc2nsnc12)C(=O)Nc1nccs1 (stereo not given)
    -4, -7, 6, 11, 2, -1, 0, 2, -2, -5
COc1cc(NC(=O)CSc2nnc3ccc(-c4ccncc4)nn23)cc(OC)c1
    13, 7, -8, 3, -1, -3, -2, 1, -11, -6
CCNC(=O)CC1SC(=Nc2ccc(C)cc2)NC1=O (stereo not given)
    2, -8, -2, 1, -5, -2, 1, 0, 0, 8
C=CC(=O)OCCOCCOCCOCCOC(=O)C=C
    3, 3, 2, -10, -5, -2, 4, -1, 0, 3
CN(C)c1ccc(/C=c2\sc3n(c2=O)CCCN=3)cc1
    -2, -7, 0, -11, 4, 0, 1, -47, -54, -6
Nc1cc(N)nc(SCc2cccc(F)c2)n1
    2, -3, 13, -2, -3, 3, 6, 7, -3, -6
CCOC(=O)CCc1c(C)nc2cc(-c3ccccc3OC)[nH]n2c1=O
    -1, -4, -75, -5, 1, -19, -3, -12, -13, 1
Cc1cc(C)c2c(CN3CC(C)OC(C)C3)cc(=O)oc2c1C (stereo not given)
    -5, -1, -4, 0, 4, -2, -2, -1, 3, -4
OC(c1cccc(Cl)c1)c1ncc(-c2ccc(Oc3ccccc3)cc2)[nH]1 (stereo not given)
    8, -3, 25*, 0, -6, 11*, 4, -2, -6, -3
CC(C)(C)OC(=O)C[C@@H]1C/C=C\C[C@H](CC(=O)N[C@H](CO)Cc2ccccc2)C(=O)N2CCC[C@H]2COC1=O
    2, -17, 5, -9, -1, 9.2*, -2, 3, 7, -5
Cc1[nH]nc(N)c1-c1ccccc1
    6, 14, -10, -8, -3, -5, -4, 3, 2, 1

The list continues.
Values run as follows: ARFGAP1 inhibitor, ASAP1 inh, ADAM10 inh, TDP2 inh, SIAE primary, ADAM17 inh, DDE Tn6 FP inh, PLCg1 inh, PLCb3 inh, Tn7 DDE FP
Cc1ccc(CN2CCN(Cc3cn[nH]c3-c3ccccc3)CC2CCO)o1 (stereo not given)
    -6, 3, -10, 0, 6, -5, -5, -4, -5, -1
O=C(CSc1cccc2cccc(Cl)c12)NC1=NCCS1
    -1, 6, -1, -6, -2, 1, 2, 1, -5, 6
O=S(=O)(/N=C(/NS(=O)(=O)c1ccccc1)c1ccccc1)c1ccccc1
    -7, -3, 3, 1, 9, 0, 12, 2, 4, 4
O=C(Cn1cnc2ccccc2c1=O)N1CCOCC1
    12, 17, 3, 1, 3, -3, 0, 0, 2, -3
CC(C)n1c(CN2CCN(C)CC2)nc2c1c(=O)n(C)c(=O)n2C
    8, 1, -5, -4, -2, -11, -4, -4, -1, 3
O=C(CCNC(=O)c1ccc([N+](=O)[O-])cc1)Nc1ccc(N2CCOCC2)cc1N1CCOCC1
    -3, 7, -2, -2, -5, -2, 14, -2, 2, 0
O=C(Nc1cc(Br)ccc1O)c1cc(-c2ccccc2)on1
    -1, -13, -6, -3, -18, -3, -9, -2, -2, -1
COC(=O)c1cc(-c2cccc([N+](=O)[O-])c2)c2c(=O)n(C)c(=O)n(C)c2n1
    7, 2, 5, -4, 0, -4, -12, -1, -3, 1
O=C(c1ccccc1)c1c[nH]c(C(=O)NCc2cccnc2)c1
    -2, -5, -3, 7, -5, -3, 4, -2, -1, -1
CNC(=O)c1cc(S(=O)(=O)Nc2ccc3c(c2)OCCO3)ccc1C
    -3, -1, -7, -3, 3, 0, -2, -3, -6, 2
Nc1ncnc(SCc2c(F)cccc2Cl)n1
    -8, -12, 8, -7, 0, 5, -3, 7, 4, 1
Cc1nnc(NC(=O)CSc2nnc(Cc3cccn3C)n2CCc2ccccc2)s1
    12, 0, -3, 5, 3, -2, -5, -6, -8, 3
CCSc1nnc(NC(=O)[C@@H](NC(=O)c2cc(OC)cc(OC)c2)C(C)C)s1
    0, 13, 0, 8, 5, -2, 4, 3, 1, 3
CCOC(=O)CN1C(=O)SC(CC(=O)Nc2nccs2)C1=O (stereo not given)
    -2, -1, -5, 7, 1, -3, 9, 2, 0, 1
Cc1cc(NC(=O)CSc2nc3c(c(=O)n2-c2ccccc2)SC(C)C3)no1 (stereo not given)
    19, 7, -3, -7, -4, 0, 2, 3, 2, -5
Cc1cc(C)c(C#N)c(Nc2ccccc2Cl)n1
    -6, 8, 10, 2, -2, -2, 1, 1, 0, 5

Filtered by structure: the entries above with an NH in an aromatic ring.
Values run as follows: ARFGAP1 inhibitor, ASAP1 inh, ADAM10 inh, TDP2 inh, SIAE primary, ADAM17 inh, DDE Tn6 FP inh, PLCg1 inh, PLCb3 inh, Tn7 DDE FP
COc1ccc(NC(=S)N(CCc2c(C)[nH]c3ccc(C)cc23)Cc2cccs2)cc1
    10, -10, 3, 3, 10, 3, 0, -2, -5, -1
CC1CCN(C(=O)c2[nH]cnc2C(=O)Nc2cccc(Cl)c2)CC1
    -7, -4, 2, 20, -6, 0, 3, 2, 0, -4
CCOC(=O)CCc1c(C)nc2cc(-c3ccccc3OC)[nH]n2c1=O
    -1, -4, -75, -5, 1, -19, -3, -12, -13, 1
OC(c1cccc(Cl)c1)c1ncc(-c2ccc(Oc3ccccc3)cc2)[nH]1 (stereo not given)
    8, -3, 25*, 0, -6, 11*, 4, -2, -6, -3
Cc1[nH]nc(N)c1-c1ccccc1
    6, 14, -10, -8, -3, -5, -4, 3, 2, 1
Cc1ccc(CN2CCN(Cc3cn[nH]c3-c3ccccc3)CC2CCO)o1 (stereo not given)
    -6, 3, -10, 0, 6, -5, -5, -4, -5, -1
O=C(c1ccccc1)c1c[nH]c(C(=O)NCc2cccnc2)c1
    -2, -5, -3, 7, -5, -3, 4, -2, -1, -1
